BRCA1 expr act = activators of BRCA1 expression; Potency, µM (top dose mostly 46.1 µM), without a hit: at the top dose activation, hits mostly activators; actives 1.1% (n = 380,000); MCF7-BRCA1-FFLuc reporter, luminescence, 48 h; response scale: scaled: vehicle 0%, 10 µM genistein 100%; note: nearly all actives have a fitted effect of over 80% in size; some results filed as inactive show a strong effect at the top dose
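Reporter cells (MCF7, BRCA1 promoter-firefly luciferase) received library compounds across a concentration series for 48 h. End-point luminescence was measured and concentration-effect curves derived after normalization.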
Rab9 promoter act = Rab9 promoter activation; Huh7 Rab9 promoter-luciferase reporter, luminescence, 24 h; Potency, µM (doses to about 9.22 µM), inactives show at the top dose activation, negative = inhibition, hits mostly activators; actives 2.8% (n = 320,000); note: % of control where 0% means no effect; nearly all actives have a fitted effect of over 60% in size
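Huh7 cells stably carrying Rab9 promoter–luciferase reporter, plated 1500 cells/well, compound added after 2 h and incubated 24 h at 37 °C; luciferase luminescence then read after 10 min with detection reagent.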
Gal4-VP16 FLuc = counter-screen for ROR gamma inhibitors: Gal4-VP16 reporter | Drosophila S2 Gal4-VP16 UAS-luciferase, luminescence, 20 h | Potency, µM (highest dose often 53.6 µM), for the others: at the top dose activity, negative = inhibition, most hits filed as inhibitors | actives 3.5% (n = 310,000) | AID 2546;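 note: Gal4-VP16 expression switched on by copper sulfate through the metallothionein promoter; % is set by controls: 0 for no effect and ±100 for the full control effect; nearly all actives have a fitted effect of over 50% in size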
MBNL1-CUG inh = blocks human MBNL1 binding to CUG repeat RNA | Potency, µM (top dose mostly 57.5 µM), without a hit: at the highest dose activity change, negative = inhibition, hits mostly inhibitors | AID 2675 | Q9NR56 | TR-FRET MBNL1-His/biotin-(CUG)12 binding, 665/545 ratio | actives 0.036% (n = 280,000); active = well fitted inhibition curve with a large enough effect in the signal ratio, with a control signal flat, not every such curve was filed as active; inconclusive = small, poorly fitted or top-dose-only effect, or effect the other way, or a change in a side signal; inactive = no such curve, though single readings can be large or run the other way; the % refers to the signal ratio; note: % is set by controls: 0 for no effect and ±100 for the full control effect
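His-tagged MBNL1 binding to biotinylated (CUG)12 RNA was measured by TR-FRET using terbium anti-His antibody (0.055 ng/ul final) and streptavidin-XL665 (5 nM final). Compounds were titrated 92 nM to 58 uM; 60 min at room temperature.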
ELG1 genotoxic = genotoxicity induction in ELG1-luciferase HEK293T cells | HEK293T ELG1-luciferase reporter, luminescence, 16 h | Potency, µM (highest dose often 46 µM), for inactives: at the top dose activity change, positive = activation, usual class: activators | actives 1.3% (n = 330,000); note: % of control where 0% means no effect; nearly all actives have a fitted effect of over 60% in size
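HEK293T cells expressing luciferase-tagged ELG1 were treated with compound or DMSO for 16 hr at 37°C. Luciferase activity was then read after 30 min with ONE-Glo at room temperature; rising signal flags genetic stress.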
NPC1 prom act = activators of NPC1 promoter; Potency, µM (titrated, usually from 9.22 µM), for the others: at the top dose activation, actives largely listed as activators; actives 2.4% (n = 320,000); Huh7 NPC1 promoter luciferase reporter, 24 h;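 note: % of control where 0% means no effect; nearly all actives have a fitted effect of over 60% in size; reporter is driven by a mutant NPC1 promoter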
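Huh7 cells stably carrying NPC1 promoter–luciferase, plated in Opti-MEM with 10% FBS for 2 h, were exposed to compound in DMSO for 24 h at 37 °C; luciferase reagent was added for 10 min and luminescence read.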
RORgamma inh = blocks mouse ROR gamma transcriptional activity | P51450 | Drosophila S2 Gal4-RORgamma UAS-luciferase reporter, 20 h | Potency, µM (titrated, usually from 53.6 µM), for the others: at the top dose activity change, negative = inhibition, most hits filed as inhibitors | actives 5.4% (n = 310,000); note: % is set by controls: 0 for no effect and ±100 for the full control effect; nearly all actives have a fitted effect of over 60% in size
Target sequence (P51450 whole entry, looked up, the tested form may be a part): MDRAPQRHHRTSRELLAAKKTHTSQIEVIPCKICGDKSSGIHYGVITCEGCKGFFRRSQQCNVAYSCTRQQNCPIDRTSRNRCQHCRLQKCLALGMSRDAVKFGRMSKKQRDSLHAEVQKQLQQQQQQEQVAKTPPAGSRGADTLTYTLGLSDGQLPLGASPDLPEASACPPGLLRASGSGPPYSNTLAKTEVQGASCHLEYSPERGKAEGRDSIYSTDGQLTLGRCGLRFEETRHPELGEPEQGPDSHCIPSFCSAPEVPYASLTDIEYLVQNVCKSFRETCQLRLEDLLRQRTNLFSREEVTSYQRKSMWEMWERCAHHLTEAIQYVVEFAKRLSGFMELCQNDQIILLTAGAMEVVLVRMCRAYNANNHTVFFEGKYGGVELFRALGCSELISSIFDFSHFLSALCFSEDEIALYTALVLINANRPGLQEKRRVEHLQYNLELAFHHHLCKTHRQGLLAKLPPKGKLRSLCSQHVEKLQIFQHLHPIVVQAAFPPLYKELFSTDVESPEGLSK
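A Gal4/UAS one-hybrid system in insect cells: metallothionein-promoter Gal4–ROR gamma fusion plus Photinus luciferase reporter. Copper sulfate 700 uM final, 20 hr ambient incubation, luminescent detection after 10 min with reagent.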
uPA generation = blocks generation of uPA at the cell surface. cell surface uPA generation assay, qHTS. Potency, µM (doses to about 38.3 µM), without a hit: top-dose activity change, negative = inhibition, actives largely listed as inhibitors. actives 0.31% (n = 330,000); active = well fitted inhibition curve with a large enough effect; inconclusive = small, poorly fitted or top-dose-only effect; inactive = no such curve, though single readings can be large or run the other way; tested in mouse RAW 264.7 cells; note: % is set by controls: 0 for no effect and ±100 for the full control effect; nearly all actives have a fitted effect of over 55% in size
MLL CXXC-DNA inh = inhibitors of human MLL CXXC domain-DNA interaction; Q03164; MLL-CXXC / FITC-HOXA9 DNA fluorescence polarization; Potency, µM (highest dose often 115 µM), without a hit: top-dose activity change, negative = inhibition, usual class: inhibitors; actives 0.037% (n = 290,000); active = well fitted inhibition curve with a large enough effect in the polarisation, with a control signal flat, not every such curve was filed as active; inconclusive = small, poorly fitted or top-dose-only effect, or effect the other way, or a change in a side signal; inactive = no such curve, though single readings can be large or run the other way; the % refers to the polarisation
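Fluorescence polarization: 7 uM MLL-CXXC (stock) preincubated 5 min with compounds, then 50 nM fluorescein-HOX-A9 DNA (stock) added; 30 min ambient. Buffer 50 mM Tris-HCl pH 7.5, 50 mM NaCl, 1 mM DTT, 0.05% BSA.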
FLuc counter = firefly luciferase modulation, counter-screen for miR-21 project; actives 6.9% (n = 360,000); P08659; purified FLuc, Km substrates, luminescence inhibition; AID 588342; Potency, µM (titrated, usually from 57.5 µM), without a hit: at the top dose activity change, negative = inhibition, usual class: inhibitors;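 note: plate controls were vehicle for no effect and reference inhibitor for full effect; nearly all actives have a fitted effect of over 55% in size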
Target sequence (P08659 whole entry, looked up): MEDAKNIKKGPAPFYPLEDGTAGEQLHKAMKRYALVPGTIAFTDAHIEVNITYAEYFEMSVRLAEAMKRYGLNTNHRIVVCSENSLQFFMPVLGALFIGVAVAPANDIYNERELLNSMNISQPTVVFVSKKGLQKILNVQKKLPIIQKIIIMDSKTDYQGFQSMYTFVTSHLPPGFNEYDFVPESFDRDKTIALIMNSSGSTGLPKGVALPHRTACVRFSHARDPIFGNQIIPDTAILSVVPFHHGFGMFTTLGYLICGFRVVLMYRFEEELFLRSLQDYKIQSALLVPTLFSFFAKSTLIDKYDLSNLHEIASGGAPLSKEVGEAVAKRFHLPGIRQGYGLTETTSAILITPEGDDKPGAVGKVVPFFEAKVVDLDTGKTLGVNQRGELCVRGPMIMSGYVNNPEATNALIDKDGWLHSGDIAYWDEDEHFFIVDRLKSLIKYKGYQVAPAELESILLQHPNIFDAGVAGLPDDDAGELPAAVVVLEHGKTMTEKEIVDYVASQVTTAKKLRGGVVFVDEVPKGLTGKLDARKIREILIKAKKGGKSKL
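Biochemical qHTS of compounds, final roughly 60 µM downward over six points, against 10 nM purified firefly luciferase using Km concentrations of substrates (10 uM D-luciferin, 10 uM ATP) in Tris acetate pH 7.5 buffer; luminescence output.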
p53 reactivation = restores transcriptional activity of mutant p53; H1299 p53-A138V BP100-luciferase reporter, luminescence, 24 h; Potency, µM (doses to about 92.2 µM), for inactives: top-dose activity change, positive = activation, most hits filed as activators; actives 0.063% (n = 320,000); AID 504706; note: % of control where 0% means no effect; nearly all actives have a fitted effect of over 45% in size
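p53-null H1299 cells stably carrying temperature-sensitive p53-A138V and a BP100-luciferase reporter were pinned with compounds (4-point, 1:5 series) and held 24 hrs at 37 deg C. Luminescence was read 10 min after detection reagent.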
Numbers without * were called inactive; ? = inconclusive; . = not tested or not shown; [ ] = another dose, or the depositor's remark. Unless noted, calls come from the whole dose curve; as a rule, active = well fitted curve in the direction sought with a large enough effect; inconclusive = small, poorly fitted or top-dose-only effect, or another doubt; inactive = no such curve, though single readings can be large; an effect the other way counts as inactive or inconclusive. Potency is the fitted concentration of half-maximal effect. These rows are one share of the data; the hit share may differ from the screen's.

SMILES	BRCA1 expr act	Rab9 promoter act	Gal4-VP16 FLuc	MBNL1-CUG inh	ELG1 genotoxic	NPC1 prom act	RORgamma inh	uPA generation	MLL CXXC-DNA inh	FLuc counter	p53 reactivation
O=C(NCc1ccccc1)C1=C[C@H](C2CC2)C[C@H](OCCCCO)O1	2%	7%	-3%	-13%	3%	-1%	37%	-8%	-19%	2%	-5%
O=C(Cn1[nH]c(=O)c2ccccc2c1=O)Nc1cccnc1	-28%	-5%	5%	-18%	-4%	5%	-1%	3%	7%	-3%	1%
Nc1nc(-c2ccc3c(c2)OCCO3)c(CC(=O)O)s1	6%	11%	-10%	46%[activator]	-1%	-3%	14%	0%	-22%	?	?
Cc1ccccc1Cn1c(=O)n(-c2ccccc2)c(=O)c2ccc(C(=O)NCc3ccco3)cc21	.	-5%	10%	-8%	?	-4%	21%	.	24%	1%	-6%
O=C(CN(Cc1ccccc1)C(=O)CCC(=O)Nc1nccs1)NCc1ccco1	-2%	10%	0%	-1%	-1%	-3%	36%	5%	12%	1%	-6%
Fc1cccc(Cc2noc(CN3CCCCC3c3ccccn3)n2)c1 (configuration not stated)	-1%	?	5%	.	?	?	-14%	7%	4%	24µM*	5%
Cc1cccc(COc2ccccc2C(=O)N(C)CC(=O)Nc2cccc(F)c2)c1	-24%	0%	.	.	-1%	-1%	.	4%	.	-1%	1%
CC(=O)OC(C(=O)Nc1nccs1)c1ccccc1 (configuration not stated)	-21%	9%	-1%	-1%	-6%	-1%	-20%	-5%	1%	1%	29%
CC1(C)CC(NC(=O)Cc2ccccc2)CC(C)(C)N1	-2%	0%	-3%	-2%	0%	2%	-6%	5%	-2%	-5%	?
COc1ccc(C(CC(=O)O)NC(=O)C(c2ccccc2)c2ccccc2)cc1 (configuration not stated)	-5%	-12%	4%	2%	-1%	-9%	1%	6%	11%	1%	2%
Cc1nn(-c2ccccc2)c(C)c1-c1ccccc1O	22%	-3%	0%	0%	5%	4%	19%	12%	0%	-17%	20%
O=C(Cc1cccs1)NCc1ccc(Cl)cc1	50%	18%	22%	-3%	6%	3%	32%	-1%	5%	?	9%
COC(=O)Cn1c(CN2CCc3ccccc3C2)nc2c1c(=O)n(C)c(=O)n2C	-21%	-3%	5.6µM*	7%	0%	0%	6%	-3%	11%	0%	6%
CCOC(=O)c1ccc(NC(=S)N(CCCN2CCCCCC2)Cc2ccco2)cc1	-24%	-5%	3%	-9%	-4%	0%	-3%	-11%	-4%	10%	1%
Fc1cccc(Cc2noc(CN3CCC(c4ccncc4)CC3)n2)c1	-13%	-22%	?	-20%	-7%	-6%	-19%	-14%	-9%	0%	2%
CCOc1cccc(C(=O)Nc2ccc3[nH]ncc3c2)c1	?	2µM*	-22%	-4%	?	2.8µM*	-34%	-7%	-1%	5.4µM*	-8%
CCn1c(CNc2ccc(OC)cc2)nnc1SCC(=O)N1CCCc2ccccc21	-20%	-3%	1%	1%	-4%	-1%	2%[10 µM]	0%	1%	-15%	4%
CSC1=C(C#N)C(CC(C)C)C(C(C)=O)=C(C)N1 (configuration not stated)	-13%	-5%	2%	0%	1%	-5%	-6%	-3%	-5%	3%	-2%
O=C(CN1CCN(c2ccccc2F)CC1)c1c[nH]c2ccc(F)cc12	-16%	-1%	-16%	-2%	-1%	0%	22%	-1%	4%	1%	0%
O=C1c2ccccc2C(=O)N1c1ncccn1	-22%	-2%	2%	7%	2%	2%	0%	-3%	1%	-3%	1%
COc1ccc(C(=O)NCc2nnc(SC)n2C2CCCCC2)cc1	-1%	-2%	-5%	3%	0%	-11%	?	14%	-1%	5%	-3%
CC(C)OC(=O)[C@H]1[C@H](c2ccc(Cl)cc2)[C@@](C#N)(C(N)=O)[C@@H]2C=CC(C(N)=O)=CN21	0%	-1%	0%	11%	1%	1%	10%	0%	7%	2%	19%
O=C(/C=C/c1ccccc1)CC(O)(c1ccccc1)C(F)(F)C(F)F (configuration not stated)	-23%	-3%	?	-7%	-14%	1%	?	?	7%	-1%	-10%
COCCOC(=O)C1=C(C)N=C2SCCC(=O)N2C1c1ccc(C(=O)OC)cc1 (configuration not stated)	9%	1%	-3%	19%	-2%	-3%	-7%	1%	-2%	1%	-2%
CCOC(=O)CSCC(=O)Nc1ccc(S(=O)(=O)N2CCCCC2)cc1	2%	6%	2%	6%	-5%	0%	-13%	-2%	0%	1%	-3%
Cc1ccccc1C(=O)Nc1ccc(N2CCCC2)cc1	?	?	-1%	7%	1%	?	1%	-3%	-1%	9.5µM*	14%
O=C(Nc1ccc(Oc2ccccc2)cc1)c1ccc(Cn2c(=O)[nH]c3ccsc3c2=O)cc1	-44%	-4%	3%	?	-1%	0%	?	14%	18%	-1%	-7%
CC(C)CNS(=O)(=O)c1ccc(CCC(=O)NCc2cccnc2)cc1	3%	-1%	-1%	-9%	0%	0%	13%	-3%	8%	3%	4%
CCOc1ccc(CN2CCNC(=O)C2CC(=O)NC2CCCCCC2)cc1 (configuration not stated)	-12%	7%	1%	-2%	3%	-1%	-16%	-3%	5%	5%	7%
CC(C)(C)C(=O)COC(=O)c1ccc2c(c1)C(=O)N(Cc1ccco1)C2=O	44%	-1%	0%	?	-6%	-2%	1%	1%	5%	0%	0%
CC(=O)N(Cc1cc(=O)[nH]c2ccccc12)c1ccc(C)cc1C	0%	2%	-1%	-7%	-2%	-3%	-17%	1%	-3%	-2%	-4%
CCOC(=O)c1c(C)[nH]c(C(=O)NCc2ccccn2)c1C	?	?	.	.	?	25%	.	5%	.	?	?
CC(/C=N/NC(=O)c1cccs1)=C\c1ccccc1	?	0.79µM*	-21%	14%	8%	1µM*	?	-6%	11%	2.1µM*	?
O=C(CN(Cc1ccccc1)C(=O)CSc1nnc(COc2ccccc2)o1)NC1CCCC1	-17%	1%	-4%	-8%	-4%	-1%	30%	2%	10%	1%	5%
CCOC(=O)CC1C(=O)NCCN1S(=O)(=O)c1ccc(OC)cc1 (configuration not stated)	-43%	10%	2%	-6%	1%	0%	-7%	-2%	-1%	-1%	-12%
O=C(CSc1nc(C2CC2)nc2ccccc12)Nc1ccccc1N1CCOCC1	-25%	-8%	3%	6%	-16%	-3%	?	?	0%	7%	-1%
Cc1ccnc(NC(=O)c2ccco2)n1	14%	-3%	2%	-3%	4%	2%	17%	-8%	-10%	4%	16%
COC(=O)C(C(=O)OC)C(c1ccccc1)C(C(=O)c1ccccc1)[N+](=O)[O-] (configuration not stated)	-4%	-5%	0%	-4%	-2%	-8%	8%	-3%	13%	3%	-2%
NC(=O)CC(NC(=O)Cc1cccc2ccccc12)c1ccc(NCC2CC2)c([N+](=O)[O-])c1 (configuration not stated)	0%	-2%	-1%	5%	5%	-2%	-19%	3%	-6%	0%	0%
CCc1cccc(C)c1NC(=O)CN(C)Cc1ccccc1F	-8%	-36%[inhibitor]	-2%	?	0%	-2%	1%	-7%	1%	5%	-3%
COC(=O)c1cnn(-c2nc(-c3ccccc3)cs2)c1N	23%	?	-5%	6%	?	?	27%	-5%	-1%	2.7µM*	?
COc1cc(Cl)c(C)cc1NC(=O)COC(=O)c1ccc(CN2CCCC2=O)cc1	-7%	-5%	.	.	1%	1%	.	-5%	.	2%	-3%
CCOC(=O)N1CCN(C(=O)CCc2c(C)nc3c(c(C)nn3-c3ccc(C)c(C)c3)c2C)CC1	-1%	-7%	-2%	5%	-6%	-6%	7%	.	-8%	-8%	12%
COc1ccc(NC(=O)C(C/C=C(/C)Cl)C(C)=O)cc1 (configuration not stated)	10%	-2%	6%	7%	-2%	-3%	-5%	11%	-3%	0%	5%
O/N=C(/c1ccc(F)cc1)C1CC1c1c(F)cccc1Cl (configuration not stated)	-46%	-1%	0%	2%	-2%	0%	-3%	-1%	10%	1%	9%
Cc1c(Cl)cccc1NC(=O)CCC(=O)NNC(=O)c1ccccc1Cl	17%	-2%	14%	-5%	1%	0%	-22%	.	9%	-2%	-2%
CCSc1nc2ccccc2n1CCC(=O)O	24%	-4%	-12%	-14%	-5%	1%	10%	-1%	4%	4%	6%

Compound activity from PubChem.
